# Screening results as filed in PubChem.
# Pin1 inh: qHTS Assay to Find Inhibitors of Pin1; Peptidyl-prolyl cis-trans isomerase NIMA-interacting 1 (Homo sapiens), Q13526; Pin1 FP peptide displacement, HiFluor488, 10 min; Potency, µM (highest dose often 115 µM), inactives show top-dose activity, negative = inhibition, hits mostly inhibitors; actives 0.009% (n = 390,000); active = well fitted inhibition curve with a large enough effect in the polarisation, with a control signal flat, not every such curve was filed as active; inconclusive = small, poorly fitted or top-dose-only effect, or effect the other way, or a change in a side signal; inactive = no such curve, though single readings can be large or run the other way; the % refers to the polarisation; note: potency is the fitted concentration of half-maximal effect; % is set by controls: 0 for no effect and ±100 for the full control effect
# TrxR1 substrate: qHTS Assay for Substrates of Mammalian Selenoprotein Thioredoxin Reductase 1 (TrxR1): qHTS; Thioredoxin reductase 1, cytoplasmic (Rattus norvegicus), O89049; Potency, µM (titrated, usually from 114 µM), for inactives: top-dose activity change, negative = substrate turnover; purified TrxR1 substrate turnover, NADPH consumption readout; actives 0.01% (n = 390,000); note: potency is the fitted concentration of half-maximal effect; % is set by controls: 0 for no effect and ±100 for the full control effect; nearly all actives have a fitted effect of over 50% in size
#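 Rat TrxR1, dispensed at 90 nM, was prereduced with 400 uM NADPH (final) for 5 min at ~22 deg C, then incubated with compound 15 min before 400 uM selenite. A first-read NADPH fluorescence drop versus no-compound background flagged substrates.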
# USP1-UAF1 inh: Inhibitors of USP1/UAF1: Primary Screen. actives 0.23% (n = 390,000). recombinant USP1/UAF1, Ub-Rhodamine cleavage fluorescence. Potency, µM (top dose mostly 57.1 µM), for the others: top-dose activity change, negative = inhibition, actives largely listed as inhibitors. AID 743255, 2014. Ubiquitin carboxyl-terminal hydrolase 1 (Homo sapiens), O94782; note: potency is the fitted concentration of half-maximal effect; % is set by controls: 0 for no effect and ±100 for the full control effect; nearly all actives have a fitted effect of over 60% in size; inactives centre near -12
#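 Step one: compound is pinned into 1nM USP1/UAF1 in HEPES pH 7.8 buffer with TCEP. Step two: 15 min room-temperature incubation. Step three: Ub-Rho (150nM final) starts cleavage, tracked by fluorescence over six one-minute reads.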
# mIDH1 inhibitor: qHTS for Inhibitors of mutant isocitrate dehydrogenase 1 (IDH1): qHTS | Isocitrate dehydrogenase [NADP] cytoplasmic (Homo sapiens), O75874 | IDH1-R132H enzyme, NADPH consumption, diaphorase/resazurin fluorescence | Potency, µM (titrated, usually from 76.6 µM), for the others: at the highest dose activity change, negative = inhibition, most hits filed as inhibitors | actives 0.093% (n = 390,000); note: potency is the fitted concentration of half-maximal effect; % is set by controls: 0 for no effect and ±100 for the full control effect; nearly all actives have a fitted effect of over 65% in size
# Target sequence (O75874 whole entry R132H, stated change not applied): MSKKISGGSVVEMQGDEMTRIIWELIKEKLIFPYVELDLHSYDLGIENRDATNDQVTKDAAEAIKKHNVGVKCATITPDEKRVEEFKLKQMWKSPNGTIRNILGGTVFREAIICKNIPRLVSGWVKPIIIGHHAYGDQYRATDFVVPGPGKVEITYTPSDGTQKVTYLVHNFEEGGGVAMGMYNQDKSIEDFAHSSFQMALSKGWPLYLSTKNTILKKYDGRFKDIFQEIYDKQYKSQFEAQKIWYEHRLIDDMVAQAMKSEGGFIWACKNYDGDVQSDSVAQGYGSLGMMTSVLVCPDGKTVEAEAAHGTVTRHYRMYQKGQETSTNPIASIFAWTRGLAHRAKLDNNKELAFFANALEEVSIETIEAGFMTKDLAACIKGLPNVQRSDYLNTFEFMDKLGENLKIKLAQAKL
#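 IDH1-R132H (0.5 ug/mL) preincubated 30 min with compound, then NADPH (0.016 mM) and alpha-KG (2 mM) added; 80 min at RT, pH 7.5. Remaining NADPH coupled via diaphorase/resazurin to fluorescence (540/590 nm); concentration-response curves normalized to no-enzyme control.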
# HP1b binding inh: HTS for Inhibitors of HP1-beta Chromodomain Interactions with Methylated Histone Tails. Chromobox protein homolog 1 (Homo sapiens), P83916. AlphaScreen HP1-beta / biotin-H3K9me3 peptide binding. Potency, µM (top dose mostly 114 µM), without a hit: at the highest dose activity change, negative = inhibition, most hits filed as inhibitors. actives 0.56% (n = 390,000); note: potency is the fitted concentration of half-maximal effect; nearly all actives have a fitted effect of over 70% in size; inactives centre near 23
# Target sequence (P83916 whole entry, looked up): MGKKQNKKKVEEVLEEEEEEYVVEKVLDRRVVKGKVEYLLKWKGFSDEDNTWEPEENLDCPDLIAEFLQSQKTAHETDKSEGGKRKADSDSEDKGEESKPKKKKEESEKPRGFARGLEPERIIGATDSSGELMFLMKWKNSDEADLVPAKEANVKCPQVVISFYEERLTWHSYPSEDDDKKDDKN
#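 Compound inhibition of the preformed complex between 50 nM HP1-beta and 50 nM biotinylated H3K9me3 peptide was read by AlphaScreen. Buffer was PBS pH 7.4 with 0.01% Tween-20. Incubations ran 30 min at room temperature, with 10 ug/mL donor/acceptor beads.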
# Tb PGK inh: qHTS Assay to Find Inhibitors of Phosphoglycerate Kinase; PGK/GAPDH coupled, Kinase-Glo luminescence, 60 min; Potency, µM (doses to about 57.5 µM), inactives show top-dose activity change, negative = inhibition, most hits filed as inhibitors; actives 0.043% (n = 380,000); AID 602233, 2012; note: potency is the fitted concentration of half-maximal effect; % is set by controls: 0 for no effect and ±100 for the full control effect; nearly all actives have a fitted effect of over 60% in size
# Target sequence (P07378 whole entry, looked up): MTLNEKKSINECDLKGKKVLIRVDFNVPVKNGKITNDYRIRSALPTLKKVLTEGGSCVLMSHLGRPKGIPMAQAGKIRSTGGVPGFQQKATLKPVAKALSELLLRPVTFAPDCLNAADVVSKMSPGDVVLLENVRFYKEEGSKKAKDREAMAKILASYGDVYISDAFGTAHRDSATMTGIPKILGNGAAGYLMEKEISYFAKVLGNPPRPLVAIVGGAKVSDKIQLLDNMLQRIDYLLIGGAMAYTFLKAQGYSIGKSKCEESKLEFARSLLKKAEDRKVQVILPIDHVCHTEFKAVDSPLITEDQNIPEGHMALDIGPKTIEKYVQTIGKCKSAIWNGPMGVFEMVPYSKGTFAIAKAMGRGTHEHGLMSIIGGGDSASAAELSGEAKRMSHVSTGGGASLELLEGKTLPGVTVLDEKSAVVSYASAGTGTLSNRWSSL
#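 Luminescent ATP detection (Kinase-Glo Plus) follows a 60-minute room-temperature incubation, with wells lacking PGK as controls. Buffer: 100 mM TEA (pH 7.6), 5 mM MgCl2, 0.01% Tween-20. Coupling enzyme GAPDH (100 nM final) supplies unstable 1,3-BPG in-well.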
# rTrxR1 inhibitor: qHTS Assay for Inhibitors of Mammalian Selenoprotein Thioredoxin Reductase 1 (TrxR1): qHTS. Thioredoxin reductase 1, cytoplasmic (Rattus norvegicus), O89049. recombinant rTrxR1, NADPH fluorescence consumption, selenite substrate. Potency, µM (top dose mostly 114 µM), for inactives: at the top dose activity change, negative = inhibition, actives largely listed as inhibitors. actives 1% (n = 390,000). AID 588453, 2011; note: potency is the fitted concentration of half-maximal effect; % is set by controls: 0 for no effect and ±100 for the full control effect; nearly all actives have a fitted effect of over 65% in size
#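 Rat TrxR1 (90 nM in the dispensed reagent) was pre-reduced with 400 uM NADPH for 5 min at room temperature, then incubated with compound for 15 min. After 400 uM selenite was added, NADPH fluorescence (Ex 340/Em 450 nm) was followed for 8 min.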
# PI4K2A inh: qHTS for small molecular inhibitors of PI4K2A; purified PI4K2A, ADP-Glo luminescence, 1 h; active compounds read low; actives 0.13% (n = 420,000); Phosphatidylinositol 4-kinase type 2-alpha (Homo sapiens), Q9BTU6; AID 1346378, 2018; activity change, negative = inhibition, % at 76.9 µM; in the data active = activity change below about -50%; inconclusive = mostly about -30% to -49%;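 note: -100% = wells without enzyme as full effect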
#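 Compounds are screened against recombinant PI4K2A using PI as substrate and ATP, the latter dispensed at 300 microM. Reactions run one hour at ambient temperature before ADP-Glo detection; full inhibition defined by wells lacking enzyme.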
# GLS inhibitor: qHTS for Inhibitors of Glutaminase (GLS); actives 0.21% (n = 410,000); Potency, µM (titrated, usually from 45.5 µM), inactives show at the top dose activity change, negative = inhibition, actives largely listed as inhibitors; GLS enzymatic activity, qHTS titration; note: potency is the fitted concentration of half-maximal effect; % is set by controls: 0 for no effect and ±100 for the full control effect
#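 Compounds were pin-transferred onto hKGA, after which L-glutamine (1 mM solution) and a detection mix of glutamate oxidase, HRP and Amplex Red were added. Initial and 30 min RT fluorescence reads were collected.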
# * hit, by the source's call; i = inactive; ? = inconclusive; . = not tested or not shown; & = joins results of further samples; [ ] = dose if it differs, or a comment. Unless noted, calls come from the whole dose curve; as a rule, active = well fitted curve in the direction sought with a large enough effect; inconclusive = small, poorly fitted or top-dose-only effect, or another doubt; inactive = no such curve, though single readings can be large; an effect the other way counts as inactive or inconclusive. An excerpt (hit frequency here may not be typical).
SMILES,Pin1 inh,TrxR1 substrate,USP1-UAF1 inh,mIDH1 inhibitor,HP1b binding inh,Tb PGK inh,rTrxR1 inhibitor,PI4K2A inh,GLS inhibitor
Cc1nc2cc(-c3cccc(F)c3)nn2c(C)c1CCC(=O)N1CCN(c2ccccn2)CC1,0%,0%,8%,-5%,46%[activator],-3%,1%,-3,11%
CCOc1ccccc1N(CC)C(=O)c1ccc2c(=O)n3c(nc2c1)CCCCC3,-12%&1%,-5%&2%,-6%&-7%,5%,10%&37%,1%,6%&1%,-2&3,7%&1%
C=CCOc1ccc(CNn2nnnc2N)cc1,-8%,1%,-12%,0%,6%,-3%,2%,3,4%
O=C(CSc1nnnn1C1CC1)Nc1ccc(S(=O)(=O)N2CCOCC2)cc1,-3%,12%,-22%,8%,32%,-2%,40%[activator],-3,0%
Cc1cccc(CNC(=O)Cn2nc(C)c3nn(-c4ccc(Cl)cc4)c(C)c3c2=O)c1,2%,-1%[57.1 µM],?,19%,28%[57 µM],-5%,14%[57.1 µM],-6,0%
CN(CC(=O)NC1CCCc2ccccc21)S(=O)(=O)c1ccc2c(c1)c(=O)n(C)c(=O)n2C (configuration not stated),0%,3%,9%,4%,29%,-2%,24%,-1,-2%
C/C(=N\NC(=O)CC1N=C(Cc2ccccc2)NNC1=O)c1ccncc1 (configuration not stated),-5%,0%,-18%,16%,49%[activator],i,13%,-2,20%
O=c1[nH]c(/C=C\c2cccnc2)c([N+](=O)[O-])c(=O)[nH]1,0%,6%[57.1 µM],-7%,-1%,-22%,-12%,20%[57.1 µM],-3,3%
Cc1ccc(C(=O)C[n+]2cc(Br)cc(Br)c2)cc1,3%,1%,-6%,6%,24%,1%,?,4,-14%
COc1ccc(NC(=O)Cn2c(=O)n(Cc3ccco3)c(=O)c3cc(OC)c(OC)cc32)cc1,18%,-5%,-24%,12%,32%,-9%,-19%,0,10%
CC(C)(C)c1ccc(OCC(=O)N2CCN(c3ccccn3)CC2)cc1,?,-2%,-9%,15%,31%,7%,-1%,-1,2%
NC(=O)c1ccc(N2CCN(S(=O)(=O)c3cccs3)CC2)c([N+](=O)[O-])c1,-1%,-2%,-20%,2%,2%,-3%,12%,-1,1%
CC1Oc2ccccc2N(Cc2ccc(F)cc2)C1=O (configuration not stated),6%,-2%,-21%,-4%,58%[activator],5%,6%,0,13%
O=C(COC(=O)c1ccc2ccccc2n1)Nc1cccc(S(=O)(=O)NC2=NCCCCC2)c1,5%,1%,-6%,-4%,46%[activator],-4%,32%,-1,-10%
COc1cc(OC)c(CN2CCCN(C)CC2)cc1Br,-9%,8%[57.1 µM],-14%,3%,?,-2%,2%[57.1 µM],4,-8%
COc1ccc(CC(=O)Oc2ccc(C(C)(C)C)cc2)cc1S(=O)(=O)N1CCOCC1,5%,-4%,-23%,-3%,20%,-8%,10%,2,-11%
COc1ccc(/C=C2\SC(=S)N(CCC(=O)N3CCCCC3CCO)C2=O)cc1 (configuration not stated),37%[activator],-2%,-10%,-8%,-4%,-5%,13%,7,2%
CCC1C(=O)CC(c2ccco2)NC1c1ccco1 (configuration not stated),3%,2%,-17%,3%,27%,-8%,-1%,-3,13%
COc1ccc2nc(N3C(=O)CC(Cc4cc(C)cc(C)c4)C3=O)sc2c1 (configuration not stated),-11%,-12%,-11%,-2%,36%,-13%,-2%,-1,-19%
CCOc1ccc(Cl)cc1Nc1nc(NCCO)nc(N2CCCC2)n1,2%,2%[57.1 µM],.,.,60%[activator],0%,15%[57.1 µM],0,1%
NNc1nc2sc3c(c2c(=O)n1Cc1ccccc1)CCC3,25%,5%[57.1 µM],-18%,11%,-18%,2%,15%[57.1 µM],-7,-25%
CC(=O)N1c2ccc(S(=O)(=O)NCC3CCC(C(=O)N4CCCC(C)C4)CC3)cc2CC1C (configuration not stated),-5%,-7%,-29%,5%,9%,6%,1%,1,-13%
Cc1ccc(NC(=O)Cn2c(=O)oc3cc(S(=O)(=O)N4CCCCC4)ccc32)c(C)c1,4%,4%,?,-6%,39%[activator],-1%,23%,-1,0%
Cc1ccc(C(=O)NCCc2nnc3ccc(SCC(=O)N4CCCCC4)nn23)cc1,-5%,-2%,-5%,2%,29%,i,10%,0,0%
Cc1ccc(S(=O)(=O)n2cnc3ccccc32)cc1,0%,-5%,-16%,16%,20%,8%,-4%,4,-1%
COc1ccc(O)c(/C=N/NC(=O)CCC(=O)Nc2cccc(C)c2)c1,2%,-3%[11.4 µM],-29%,2%,21%,-3%,-8%[11.4 µM],0,3%
Cc1cc(C)nc(SCc2nnc(SCC(N)=O)n2Cc2ccco2)n1,-1%,3%[57.1 µM],4%,-2%,18%,-1%,?,-9,5%
Cc1nc(NCc2ccccn2)c2ccccc2n1,4%,8%,-14%,2%,15%,.,11%,-3,-2%
CC(C)NC(=O)c1ccc(CONC(=O)OCc2ccccc2)cc1,.,.,-1%,-1%,.,6%,.,-5,5%
CC1CN(S(=O)(=O)c2ccc(Cl)c(C(F)(F)F)c2)CC(C)O1 (configuration not stated),1%,-4%,-12%,2%,36%[activator],-11%,11%[57.1 µM],-7,-4%
O=C(Nc1nccs1)c1cc2cc(Cl)ccc2oc1=O,0%,10%,-21%,1%,47%[activator],-1%,41%[activator],-4,-5%
O=C(COC(=O)CCC(=O)c1ccc(Cl)cc1)NCC1CCCO1 (configuration not stated),-1%,-9%,-4%,4%,21%,i,-10%,4,-11%
O=C(NC(CO)C(O)c1ccc([N+](=O)[O-])cc1)C(Cl)Cl (configuration not stated),6%,-3%,-14%,-3%,63%[activator],0%,-5%,3,5%&-5%
CCc1c(C)sc2c1CCN(Cc1ccccc1F)C2c1ccccc1 (configuration not stated),?,5%[57.1 µM],-29%,-4%,?,-1%,13%[57.1 µM],0,-2%
Oc1ccc(Nc2nc(-c3cccnc3)cs2)cc1,2%,3%[57.1 µM],-4%,20%,-15%,-5%,9%[57.1 µM],-7,5µM*
Cc1c(Cl)cccc1NC(=S)NCCCN(C)C,0%,6%,-9%,-13%,18%,2%,-1%,3,-2%
CC(=O)c1cc(-c2ccccc2)n(CC(=O)N2CCC(C)CC2)c1C,-6%,0%,-11%,1%,0%,-4%,5%,3,2%
O=C(Nc1ccccc1C(=O)OCc1cc(=O)n2ccsc2n1)c1ccc(Cl)cc1,24%,11%[57.1 µM],9%,-2%,29%,1%,-3%[57.1 µM],0,-7%
Cn1c(NCc2ccccc2)nc2c1c(=O)n(Cc1ccc(Br)cc1)c(=O)n2C,0%,-11%,-9%,7%,-16%,-11%,-8%,3,-1%
Cc1nc2ccc(S(=O)(=O)NCC(=O)N3CCN(c4ccccn4)CC3)cc2s1,-5%,-1%,-24%,6%,17%,-4%,-3%,-2,2%

# Some of the entries above, reformatted:
Molecule | Pin1 inh | TrxR1 substrate | USP1-UAF1 inh | mIDH1 inhibitor | HP1b binding inh | Tb PGK inh | rTrxR1 inhibitor | PI4K2A inh | GLS inhibitor
CC(C)NC(=O)c1ccc(CONC(=O)OCc2ccccc2)cc1 | . | . | -1% | -1% | . | 6% | . | -5 | 5%
NC(=O)c1ccc(N2CCN(S(=O)(=O)c3cccs3)CC2)c([N+](=O)[O-])c1 | -1% | -2% | -20% | 2% | 2% | -3% | 12% | -1 | 1%

# (listing goes on)
SMILES,Pin1 inh,TrxR1 substrate,USP1-UAF1 inh,mIDH1 inhibitor,HP1b binding inh,Tb PGK inh,rTrxR1 inhibitor,PI4K2A inh,GLS inhibitor
Nc1nc(CSc2nnnn2-c2ccccc2)nc(N2CCCc3ccccc32)n1,14%,1%,-24%,9%,16%,-8%,7%,5,-11%
C[N+]1(C2CCC3CCC2C3O)CCCC1 (configuration not stated),-7%,-7%,-10%,2%,27%,1%,-13%,1,0%
CC(=O)c1cc(CN2CCN(Cc3ccc(C)cc3)C(CCO)C2)cs1 (configuration not stated),-1%,8%,-8%,7%,2%,i,24%,-1,0%
COc1ccc(C)cc1NC(=O)CNC(c1ccccc1)c1ccccc1,6%,-1%,-24%,8%,47%[activator],-8%,17%,5,-16%
CCOc1ccc2[nH]c(C(=O)N/N=C/c3cccc(OC)c3OC)cc2c1,?,-3%,-8%,-6%,36%,3%,-15%,0,5%
Cc1sc2ncn(CC(=O)N(C)c3cccc(C(F)(F)F)c3)c(=O)c2c1S(=O)(=O)N1CCN(c2ncccn2)CC1,14%,-5%,-10%,-22%,13%,12%,6%,2,-9%
O=c1[nH]c(CSc2ncc(C(F)(F)F)cc2Cl)nc2cc(C(F)(F)F)ccc12,21%,5%,-18%,-3%,9%,-4%,16%,1,-6%
